Screens as filed in PubChem.
ASM inhibitor – Inhibitors of Secretory Acid Sphingomyelinase (S-ASM): qHTS. placental ASM, HMU-PC fluorogenic substrate, 60 min. Potency, µM (series often up to 57.5 µM), for inactives: at the highest dose activity change, negative = inhibition, actives largely listed as inhibitors. 340,000 tested, 0.006% active; also: potency is read from the fitted curve at half-maximal effect
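Steps: dispense placental human ASM, pin compound, wait 10 min at room temperature, add HMU-PC0 substrate at 9 uM final, incubate 60 min at 37 °C, add stop solution raising pH to 10, read fluorescence.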
KCNH2 WT inh – qHTS for Inhibitors of KCHN2 3.1: Wildtype qHTS. Voltage-gated inwardly rectifying potassium channel KCNH2 (Homo sapiens), Q12809. U2OS, BacMam KCNH2, thallium flux FluxOr; active compounds read low. activity change, % at 1.84 µM. 340,000 tested, 0.37% active. AID 720551, 2013;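 active = maximum activity change below -70%; inconclusive = maximum activity change between -70% and -50%; inactive = maximum activity change above -50%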; also: % is scaled to controls: 0 for no effect and ±100 for the full control effect
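U2OS cells were transduced with wild-type KCNH2 virus (2.03 x 10^8 / mL) for 4 h at room temperature, then cultured overnight at 37 C. Thallium flux was read with FluxOr dye. Rate constants were normalized to DMSO controls.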
PKM2 act – qHTS Assay for Activators of Human Muscle isoform 2 Pyruvate Kinase; purified PKM2, Kinase-Glo ATP luminescence, activation; response scale: 0% is enzyme alone, no compound; Potency, µM (series often up to 57.5 µM), inactives show top-dose activation, most hits filed as activators; 260,000 tested, 0.34% active; Pyruvate kinase PKM (Homo sapiens), P14618; also: potency is read from the fitted curve at half-maximal effect; % is scaled to controls: 0 for no effect and ±100 for the full control effect; nearly all actives have a fitted effect of over 55% in size
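Kinase-Glo luminescence reports ATP generated from ADP (0.1 mM) and PEP (0.5 mM) by purified hPK-M2 after 1 h at room temperature, pH 7.2 imidazole buffer; intermediate enzyme activity allows detecting inhibitors and activators.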
TSHR antagonist – Antagonists of the Thyroid Stimulating Hormone Receptor: HTS campaign; 330,000 tested, 0.2% active; activity change, negative = inhibition, % at 11.5 µM; TSHR-expressing cells, TSH-stimulated cAMP HTRF, 2 h; active compounds read low; Thyrotropin receptor (Homo sapiens), P16473;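 active = activity change below a set negative limit, meaning inhibition stronger than a set level, cut at about -70% in these data; inconclusive = activity change between two set negative limits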; also: % is scaled to controls: 0 for no effect and ±100 for the full control effect
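Cell-based HTRF cAMP assay; TSHR cells + compound, TSH EC80 (4nM final), 2 h, 37 deg C. Lysis with anti-cAMP cryptate and cAMP-d2, 30 min RT, read 665/620 nm.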
Chronic BCR inh – qHTS Assay to Find Inhibitors of Chronic Active B-Cell Receptor Signaling. AID 493014, 2011. Potency, µM (highest dose often 46.1 µM), without a hit: top-dose ratio change, negative = lower green/red ratio, usual class: inhibitors. ABC-DLBCL IkBa-CBG/CBR reporter, luminescence ratio, 4 h. 340,000 tested, 0.05% active; active = well fitted inhibition curve with a large enough effect in the signal ratio, with a control signal flat, not every such curve was filed as active; inconclusive = small, poorly fitted or top-dose-only effect, or effect the other way, or a change in a side signal; the % refers to the signal ratio;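 also: potency is read from the fitted curve at half-maximal effect; plate controls were basal doxycycline-induced cells for no effect and cells given 10 µM MG132 for full effect; MG132 reads +100%, hits lower the ratio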
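Cell line TMD8 (human ABC DLBCL), stably expressing tet-inducible CBG68-IkBa fusion and CBR; IMDM/0.5% FBS; cpd up to 46 uM; dox induction, 4 h, 37C/5% CO2; dual luminescence; green/red ratio; MG132 control.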
GALK inhibitor – qHTS Assay for Inhibitors of Human Galactokinase (GALK). P51570. Purified GALK, Kinase-Glo residual ATP luminescence. Potency, µM (titrated, usually from 57.5 µM), without a hit: top-dose activity change, negative = inhibition, usual class: inhibitors. 270,000 tested, 0.007% active; also: potency is read from the fitted curve at half-maximal effect; % is scaled to controls: 0 for no effect and ±100 for the full control effect
Target sequence (P51570 whole entry, looked up): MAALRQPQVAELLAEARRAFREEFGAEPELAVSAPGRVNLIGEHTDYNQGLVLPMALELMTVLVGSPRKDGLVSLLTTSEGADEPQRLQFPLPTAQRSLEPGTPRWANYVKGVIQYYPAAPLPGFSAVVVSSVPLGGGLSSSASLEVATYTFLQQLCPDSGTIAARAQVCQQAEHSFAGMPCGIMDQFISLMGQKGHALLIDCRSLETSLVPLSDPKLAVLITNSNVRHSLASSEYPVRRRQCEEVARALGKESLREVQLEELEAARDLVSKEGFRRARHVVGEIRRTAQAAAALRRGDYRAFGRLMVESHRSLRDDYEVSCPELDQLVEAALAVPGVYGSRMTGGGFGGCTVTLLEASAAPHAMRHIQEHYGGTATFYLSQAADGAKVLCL
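Compounds were pin-transferred into ATP buffer (35 uM final), then GALK plus galactose (5 nM, 100 uM final) was added. After 1 h at room temperature, Kinase-Glo Plus was added and luminescence read after 10 min.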
Menin MLL FP TR – qHTS Assay for Inhibitors Targeting the Menin-MLL Interaction in MLL Related Leukemias: Competition With Texas Red Labeled MLL-derived Mutant Peptide; O00255; Menin + Texas Red MLL mutant peptide, fluorescence polarization; Potency, µM (top dose mostly 61.6 µM), inactives show at the top dose FP activity change, negative = inhibition, hits mostly inhibitors; 270,000 tested, 0.23% active; active = well fitted inhibition curve with a large enough effect in the polarisation, with a control signal flat, not every such curve was filed as active; inconclusive = small, poorly fitted or top-dose-only effect, or effect the other way, or a change in a side signal; inactive = no such curve, though single readings can be large or run the other way; the % refers to the polarisation; also: potency is read from the fitted curve at half-maximal effect; % of control where 0% means no effect; many of its hits are not listed in these tables
Target sequence (O00255 whole entry, looked up): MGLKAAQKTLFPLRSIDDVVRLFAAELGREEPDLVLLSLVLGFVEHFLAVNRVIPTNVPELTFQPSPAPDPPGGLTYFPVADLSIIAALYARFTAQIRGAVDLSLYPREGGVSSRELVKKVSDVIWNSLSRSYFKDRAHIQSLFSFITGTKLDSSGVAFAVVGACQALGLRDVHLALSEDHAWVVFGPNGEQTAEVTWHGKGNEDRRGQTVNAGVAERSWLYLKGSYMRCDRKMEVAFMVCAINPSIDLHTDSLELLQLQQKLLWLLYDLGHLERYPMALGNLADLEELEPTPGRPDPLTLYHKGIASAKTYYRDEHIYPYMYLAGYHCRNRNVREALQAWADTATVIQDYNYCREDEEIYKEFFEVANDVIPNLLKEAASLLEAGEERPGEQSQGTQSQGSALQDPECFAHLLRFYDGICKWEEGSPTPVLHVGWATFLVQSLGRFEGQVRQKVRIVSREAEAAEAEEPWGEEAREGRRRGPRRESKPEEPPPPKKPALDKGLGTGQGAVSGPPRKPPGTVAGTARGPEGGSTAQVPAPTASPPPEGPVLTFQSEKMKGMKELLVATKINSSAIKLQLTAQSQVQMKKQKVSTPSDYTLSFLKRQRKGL
MBNL1 CUG block – qHTS Assay for Inhibitors of MBNL1-poly(CUG) RNA binding | Muscleblind-like protein 1 (Homo sapiens), Q9NR56 | TR-FRET MBNL1-His/biotin-(CUG)12 binding, 665/545 ratio | Potency, µM (highest dose often 57.5 µM), inactives show at the top dose activity change, negative = inhibition, usual class: inhibitors | 280,000 tested, 0.036% active | AID 2675, 2010; active = well fitted inhibition curve with a large enough effect in the signal ratio, with a control signal flat, not every such curve was filed as active; inconclusive = small, poorly fitted or top-dose-only effect, or effect the other way, or a change in a side signal; inactive = no such curve, though single readings can be large or run the other way; the % refers to the signal ratio; also: potency is read from the fitted curve at half-maximal effect; % is scaled to controls: 0 for no effect and ±100 for the full control effect
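TR-FRET readout: Ex 340 nm, 665/545 nm emission ratio, normalized to buffer-only (basal) and MBNL1-(CUG)12 controls. Complex of MBNL1-His with Biotin-(CUG)12, compounds 92 nM–58 uM, incubated 60 min at room temperature.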
USP2a inh – qHTS Assay for Inhibitors of Ubiquitin-specific Protease USP2a Using CHOP2 as the Reporter; USP2 core, Ub-CHOP2 coupled fluorogenic reporter, 485/531; AID 463254, 2010; 330,000 tested, 0.01% active; Potency, µM (top dose mostly 38.3 µM), without a hit: top-dose activity change, negative = inhibition, usual class: inhibitors;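 also: potency is read from the fitted curve at half-maximal effect; plate controls were DMSO wells for no effect and full inhibition by NEM control for full effect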
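Deubiquitinase activity read as fluorescence (485/531 nm) after Ub-CHOP2 cleavage activates the enterokinase reporter on its substrate; USP2 core 10nM, Ub-CHOP2 and substrate 25nM each, 30min compound preincubation then 60min RT; data normalized to NEM, curves fitted.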
Mito fusion act – qHTS Assay for Small Molecule Inhibitors of Mitochondrial Division or Activators of Mitochondrial Fusion | 320,000 tested, 0.23% active | Potency, µM (highest dose often 46.1 µM), inactives show at the highest dose growth rescue (activation), most hits filed as activators | AID 485298, 2010 | S. cerevisiae fusion-defective mutant growth rescue, CellTiterGlo 48 h;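 also: potency is read from the fitted curve at half-maximal effect; % of control where 0% means no effect; nearly all actives have a fitted effect of over 45% in size; temperature-sensitive fusion mutants such as fzo1-1 at 37 °C on non-fermentable ethanol glycerol medium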
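Temperature-sensitive fusion-defective S. cerevisiae (e.g. fzo1-1, mgm1-5) were grown with compound in YPEG medium (3% ethanol, 3% glycerol) for 48 hours at 37C. Growth rescue was measured as viability by CellTiterGlo luminescence after 10 minutes at ambient.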
Eya2 phos inh – qHTS Assay for Inhibitors of the Phosphatase Activity of Eya2; 330,000 tested, 0.006% active; AID 488837, 2010; Protein phosphatase EYA2 (Homo sapiens), O00167; Potency, µM (doses to about 76.9 µM), inactives show top-dose activity, negative = inhibition, hits mostly inhibitors; recombinant Eya2, OMFP fluorescence dephosphorylation (OMFP is methylfluorescein phosphate); also: potency is read from the fitted curve at half-maximal effect; % is scaled to controls: 0 for no effect and ±100 for the full control effect
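Eya2 protein (added as 0.2 uM solution) was preincubated with compound for 10 min at ambient temperature in 50 mM HEPES pH 7.5, 50 mM NaCl, 5 uM MgCl2, 0.05% BSA, 1 mM DTT. OMFP (added at 50 uM) then reacted 10 min; fluorescence read at 485/525 nm.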
* marks the source's active call; other numbers are inactive results; i = inactive; ? = inconclusive; nt = not tested or not shown; [ ] = dose if it differs, or a comment. Unless noted, calls follow the shape of the dose curve; as a rule, active = well fitted curve in the direction sought with a large enough effect; inconclusive = small, poorly fitted or top-dose-only effect, or another doubt; inactive = no such curve, though single readings can be large; an effect the other way counts as inactive or inconclusive. Some of the compounds tested. The share of hits here may be higher or lower than overall.

SMILES | ASM inhibitor | KCNH2 WT inh | PKM2 act | TSHR antagonist | Chronic BCR inh | GALK inhibitor | Menin MLL FP TR | MBNL1 CUG block | USP2a inh | Mito fusion act | Eya2 phos inh
CCN(CC)S(=O)(=O)c1cccc(-c2csc(C)n2)c1 | -2.0% | 2.9 | -1.0% | -5.6 | 7.1% | 0.2% | nt | 3.0% | -0.2% | -3.0% | -26.5%
O=C(O)c1ccc(N2C(=O)c3ccc(C(=O)c4cccc([N+](=O)[O-])c4)cc3C2=O)cc1 | -9.5% | -0.2 | 3.8% | -3.4 | 1.0% | -3.5% | 15.3% | ? | -0.1% | 4.6% | -4.7%
COc1ccc(-c2n[nH]c(=S)n2-c2ccccc2C)cc1 | -1.1% | -2.1 | -4.2% | -5.4 | -3.9% | 3.8% | 18.9% | -0.9% | 0.3% | -7.6% | 2.6%
CSc1ccc(CN(C)C(C)C(=O)NCc2ccccc2)cc1 (stereo unspecified) | -3.9% | 17.1 | -0.4% | -4.1 | -8.0% | 2.0% | -10.2% | nt | -4.5% | 2.9% | 9.0%
O=C(CCc1ccccc1)NCc1ccncc1 | 4.8% | -1.0 | -6.1% | 6.3 | 9.8% | 3.7% | 11.0% | -5.5% | 1.4% | -1.3% | 0.2%
Cc1ccc(C(=O)CCC(=O)N2CCN(c3ccc(F)cc3)CC2)cc1 | -4.7% | -8.9 | -1.8% | -5.7 | -1.0% | nt | -10.9% | 2.6% | 2.0% | 3.1% | 4.4%
Cc1ccc(C2=NN(C(=O)CN3CCN(C4CCS(=O)(=O)C4)CC3)C(c3ccco3)C2)cc1 (stereo unspecified) | 2.9% | -0.3 | nt | 13.9 | ? | nt | nt | nt | -1.3% | 3.5% | -0.2%
CC(C)COC(=O)c1ccccc1OC(=O)c1ccncc1 | -0.2% | 4.8 | 0.9% | -3.2 | 0.4% | 0.1% | -1.6% | nt | 8.4% | 0.4% | -21.4%
Cc1nc(NC(=O)C2CC2)sc1C | 2.0% | 5.4 | -11.4% | 11.3 | -1.2% | 1.3% | -7.7% | -10.0% | 2.6% | 2.5% | 1.3%
COc1ccc(Cc2nnnn2CC(=O)O)cc1 | -2.3% | -4.6 | 13.0% | 0.8 | -3.5% | 1.5% | 4.9% | -1.7% | 0.9% | 1.3% | 15.6%
Cc1nc2ccccc2c2oc(C(=O)N3CCC(C)CC3)cc12 | 3.3% | 9.6 | -4.6%[0.46 µM] | -3.7 | 0.2% | -0.5% | ? | -5.3% | 7.1% | 26.5% | 4.9%
CNC(=O)NC(=O)CSc1cccc(C(F)(F)F)c1 | 0.1% | 4.4 | -2.0% | 0.6 | -0.5% | 1.9% | 12.3% | -8.9% | 3.1% | -2.2% | 12.2%[15.4 µM]
O=C(Cn1c(=O)oc2ccc(Cl)cc21)Nc1ccon1 | 3.3% | 11.1 | nt | 0.6 | 0.9% | -0.2% | -6.3% | -9.2% | 5.3% | -5.3% | -4.3%
COc1ccc(OC2C(=O)N(c3ccc(C)c(C)c3)C2c2ccc(OC)c(OC)c2)cc1 (stereo unspecified) | -1.7% | i | 2.2% | 6.2 | 1.0% | -2.6% | 5.8% | -0.7% | 3.3% | 10.7% | -1.6%
O=C(c1cc(F)c(F)cc1Cl)N1CCOCC1 | -0.4% | 8.6 | -6.8% | 10.8 | -0.5% | 4.8% | 8.0% | 6.3% | -0.1% | 1.2% | -3.8%
C/C(CCC(C)C)=N\NS(=O)(=O)c1ccc(C)c([N+](=O)[O-])c1 | -1.4% | 2.5 | -0.3% | 13.1 | 2.8% | -2.8% | nt | 8.3% | 1.1% | -6.3% | 1.2%
c1ccc(N2N=C(c3cccs3)CC2c2ccco2)cc1 (stereo unspecified) | i | -4.4 | 0.8% | 3.3 | 16.2% | -1.7% | ? | 15.4% | 1.2% | -5.0% | -2.5%
O=Cc1cc(Br)c(OC(=O)N2CCOCC2)c(Br)c1 | -0.4% | 2.6 | nt | -5.4 | -6.5% | -0.8% | 9.1% | -3.2% | -0.4% | 9.8% | 3.9%
O=C(Oc1ccc(Br)cc1)c1cccc(S(=O)(=O)N2CCOCC2)c1 | -10.5% | 7.7 | nt | -9.3 | 6.2% | 0.5% | 12.5% | 4.4% | 2.3% | -20.4% | 5.1%
O=C1c2ccccc2C(=O)C1c1ccccc1F | 7.1% | -1.2 | nt | -9.0 | 6.0% | -0.4% | 14.4% | ? | 2.6% | 10.3% | 13.7%
CCOC(=O)[C@H]1[C@H]2COc3ccc(OC)cc3[C@@H]2N2C(=O)c3ccccc3NC(=O)[C@@]12C | -5.1% | -5.2 | nt | -7.7 | 5.6% | nt | nt | nt | 0.5% | -4.4% | -7.4%
Cc1cc2ncn(/N=C/c3cc(Br)ccc3O)c2cc1C | nt | nt | -1.1% | 7.4 | ? | 8.8% | ? | -5.3% | -0.3% | 2.0% | 0.2%
COc1ccc(-c2nnc(SCC(=O)NC3CCCc4ccccc43)n2N)cc1 (stereo unspecified) | -1.1% | 12.7 | 4.6% | -10.2 | -11.1% | -2.2% | 2.0% | 0.8% | 3.5% | 2.4% | -4.3%
COc1ccc(CNc2nc3ccccc3n2C(C)C)cc1 | -1.6% | 1.4 | 4.8% | 1.6 | -5.0% | 1.3% | -10.7% | 1.7% | -1.7% | -12.7% | -5.8%
Nc1sc2c(c1C(=O)NCCc1ccccc1)CCC2 | 3.1% | -17.7 | -0.2% | 2.1 | -1.7% | 3.7% | 27.8% | 7.2% | -1.0% | 14.7% | 3.6%
O=C(CCN1Cc2ccccc2C1)c1ccc2c(c1)OCCO2 | 0.3% | 17.5 | 21.8% | 7.5 | ? | 5.4% | 7.5% | -10.4% | -6.2% | 0.0% | -7.0%
O=C(NC1CCCC1)c1ccc(Cl)c(S(=O)(=O)N2CCOCC2)c1 | -2.2% | -7.7 | -0.1% | -9.0 | -3.7% | 14.1% | 15.0% | -2.3% | -3.6% | -0.8% | -6.3%
Cc1ccc(C)c(N2CCN(C(=O)c3cn(C)c4ccc(S(=O)(=O)N(C)C)cc4c3=O)CC2)c1 | -0.4% | -8.7 | 0.9% | 3.2 | -12.5% | 1.8% | -4.4% | 5.8% | -0.6% | 0.8% | -5.0%
Cc1cc(C)nc(/N=C2\NC(=O)CC(C(=O)O)N2c2ccc(C)c(C)c2)n1 (stereo unspecified) | 6.7% | -4.2 | -5.5% | -9.1 | 6.7% | 1.2% | 3.6% | -7.8% | 1.9% | -2.7% | 9.7%
CCN1CC(=O)Nc2cc(S(=O)(=O)N3CCOCC3)ccc21 | 4.9% | 0.5 | 10.0% | -0.9 | -5.1% | -3.5% | 19.8% | -5.3% | 2.6% | 8.6% | 1.3%
N#Cc1c(N)nc(SCC(=O)NCc2ccc3c(c2)OCO3)c(C#N)c1-c1cccs1 | 100.0% | 1.0 | -1.2% | -14.4 | ? | -0.6% | -9.9% | 58.5%[activator] | -2.4% | 3.7% | -10.5%
O=C(Nc1ccccc1N1CCN(c2ccccc2)CC1)c1ccccc1 | -4.5% | -12.7 | -1.5% | -25.0 | ? | 0.2% | -14.0% | 1.4% | 2.6% | 1.5% | 0.8%
O=[N+]([O-])c1ccc(/C=C/c2ccc3ccccc3n2)cc1 | -2.3% | 17.4 | -24.0% | -9.2 | ? | 8.4% | 1.8% | nt | 6.9% | -0.8% | 12.1%
